TIM10 inh = growth inhibitors of isogenic TIM10 control yeast, primary screen, counter-screen for tim10-1 yeast inhibitor project, luminescence, uHTS; S. cerevisiae TIM10 strain growth, BacTiter-Glo luminescence, 24 h; inhibition, % at 10 µM; 1.4% of 330,000 active; AID 463195, 2010;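 active = inhibition of 40% or more at the single tested concentration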;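 note: wild-type TIM10 isogenic control strain grown at permissive 25 °C; 0% = DMSO yeast wells and 100% = minimal medium wells without yeast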
mIAP act = activators of mouse IAP, primary screen, biochemical, luminescence, uHTS; intestinal alkaline phosphatase [Mus musculus]; muIAP, CDP-Star luminescence, 30 min; hits give high values; 1 = vehicle-only enzyme signal, 0 = enzyme-free wells; activation factor at 10 µM; 0.24% of 330,000 active;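 active = activation factor of at least 2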; note: the source names both 10 and 20 µM as test concentration; values of inactives mirror those of a sister screen read the other way
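System: Mouse IAP enzyme | Also added: CDP-Star substrate | Dosing: Compounds dispensed in DMSO | Schedule: 30 min enzyme-substrate-compound incubation at room temperature | Technique: Chemiluminescence readout | Control set: DMSO-only wells and no-enzyme negative control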
Apaf-1 inh = inhibitors of human Apaf-1 apoptosome, primary screen, biochemical, DEVD-Rh110 fluorescence, uHTS | Apoptotic protease-activating factor 1 (Homo sapiens), O14727 | 0.71% of 330,000 active | inhibition, % at 20 µM | AID 489030, 2010 | reconstituted apoptosome caspase-3 activity; active = inhibition of at least 40% at 20 µM;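 note: plate controls were DMSO wells for no effect and DEVD-CHO caspase inhibitor wells for full effect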
Target sequence (O14727 whole entry, looked up): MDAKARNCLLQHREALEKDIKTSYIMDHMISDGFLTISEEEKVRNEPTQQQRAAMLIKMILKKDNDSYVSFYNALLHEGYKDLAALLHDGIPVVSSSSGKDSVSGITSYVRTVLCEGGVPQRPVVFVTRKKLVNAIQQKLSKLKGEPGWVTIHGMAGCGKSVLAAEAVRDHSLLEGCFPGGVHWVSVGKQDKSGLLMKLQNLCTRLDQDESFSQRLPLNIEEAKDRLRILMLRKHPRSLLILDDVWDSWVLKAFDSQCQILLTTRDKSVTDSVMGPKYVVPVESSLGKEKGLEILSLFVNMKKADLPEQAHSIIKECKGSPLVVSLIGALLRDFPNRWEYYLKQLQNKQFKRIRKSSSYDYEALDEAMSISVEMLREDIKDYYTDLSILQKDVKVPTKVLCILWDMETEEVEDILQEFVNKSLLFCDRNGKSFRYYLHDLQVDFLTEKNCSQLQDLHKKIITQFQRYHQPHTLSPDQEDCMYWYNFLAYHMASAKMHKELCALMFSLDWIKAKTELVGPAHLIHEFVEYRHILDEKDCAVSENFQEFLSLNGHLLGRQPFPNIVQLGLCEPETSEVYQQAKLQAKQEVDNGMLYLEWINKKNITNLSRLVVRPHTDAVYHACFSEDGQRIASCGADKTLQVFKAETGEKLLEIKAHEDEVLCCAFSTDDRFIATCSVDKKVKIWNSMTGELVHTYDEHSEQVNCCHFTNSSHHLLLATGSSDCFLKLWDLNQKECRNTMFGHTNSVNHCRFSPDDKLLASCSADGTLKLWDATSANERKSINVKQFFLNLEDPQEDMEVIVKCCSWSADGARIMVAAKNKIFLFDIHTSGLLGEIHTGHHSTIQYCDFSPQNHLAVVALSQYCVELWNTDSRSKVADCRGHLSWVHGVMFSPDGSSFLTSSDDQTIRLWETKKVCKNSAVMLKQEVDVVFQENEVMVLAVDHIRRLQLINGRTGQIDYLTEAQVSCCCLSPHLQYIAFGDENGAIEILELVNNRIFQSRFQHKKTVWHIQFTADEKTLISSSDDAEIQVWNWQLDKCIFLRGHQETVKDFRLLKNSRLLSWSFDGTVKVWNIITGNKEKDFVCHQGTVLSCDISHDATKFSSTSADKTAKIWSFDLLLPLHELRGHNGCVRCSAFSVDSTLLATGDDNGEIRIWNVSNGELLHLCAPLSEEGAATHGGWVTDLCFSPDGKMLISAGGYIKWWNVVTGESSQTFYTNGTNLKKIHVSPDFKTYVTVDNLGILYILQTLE
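Material: reconstituted apoptosome with Apaf-1, cytochrome c, caspase-9, procaspase-3, dATP / Buffer or medium: pH 7.5 Hepes buffer with CHAPS, BSA, DTT / Also added: cytochrome c with DEVD-Rh110 / Schedule: compound with Apaf-1, dATP, procaspase-3 30 min, then 50 min reaction, room temperature / Technique: rhodamine 110 fluorescence at Ex 480/Em 540 nm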
mIAP block = inhibitors of mouse IAP, primary screen, biochemical, luminescence, uHTS; intestinal alkaline phosphatase [Mus musculus]; purified mouse IAP, CDP-Star luminescence, 30 min; inhibition, % at 10 µM; 0.2% of 330,000 active;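 active = inhibition of at least 40% at 10 µM in the primary screen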;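 note: plate controls were DMSO with enzyme for no effect and no enzyme wells for full effect; values of inactives mirror those of a sister screen read the other way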
NALP3 yeast inh = NALP3 inflammasome inhibitors in reconstituted yeast, primary screen, luminescence, uHTS; 0.39% of 330,000 active; inhibition, % at 10 µM; AID 2825, 2010; Yeast reconstituted NLRP3/ASC/caspase-1, beta-gal luminescence, 24 h;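 active = inhibition of 50% or more; inactive = inhibition below 50%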;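 note: plate controls were induced DMSO wells for no effect and uninduced yeast grown without galactose for full effect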
tim10-1 inh = growth inhibitors of tim10-1 mutant yeast, primary screen, luminescence, uHTS. S. cerevisiae tim10-1 ts strain growth, BacTiter-Glo, 24 h. inhibition, % at 20 µM. 2.2% of 330,000 active. AID 463190, 2010;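 active = inhibition of at least 40%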;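 note: mutant grown at 25 °C; 0% = DMSO wells with yeast and 100% = wells holding no yeast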
ATG4B inhibitor = ATG4B protease inhibitors, primary screen, biochemical, fluorescence, uHTS; inhibition, % at 8.33 µM; ATG4B cleavage of LC3-PLA2, NBD-HPC fluorescence, 1 h; 0.51% of 340,000 active; in the data active = inhibition above about 40%
hIAP act = human IAP activators, primary screen, biochemical, luminescence, uHTS. Intestinal-type alkaline phosphatase (Homo sapiens), P09923. purified human IAP, CDP-Star luminescence, 30 min; hits give high values; 1 = vehicle-only enzyme, 0 = enzyme-free background. activation factor at 10 µM. 0.16% of 330,000 active. AID 2524, 2010;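 active = activation factor of the enzyme at least 2-fold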; note: the source names both 10 and 20 µM as test concentration; values of inactives mirror those of a sister screen read the other way
hIAP inh = human IAP inhibitors, primary screen, biochemical, luminescence, uHTS; 0.12% of 330,000 active; inhibition, % at 10 µM; Intestinal-type alkaline phosphatase (Homo sapiens), P09923; purified IAP, CDP-Star luminescence, 30 min;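 active = inhibition reaching a set limit with compound at 10 µM in the primary screen, cut at about 35% in these data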;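 note: plate controls were DMSO wells with enzyme for no effect and no-enzyme buffer wells for full effect; values of inactives mirror those of a sister screen read the other way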
* = called active by the depositor; . = no result given.

SMILES | TIM10 inh | mIAP act | Apaf-1 inh | mIAP block | NALP3 yeast inh | tim10-1 inh | ATG4B inhibitor | hIAP act | hIAP inh
Cn1c(N)c(C(=O)COC(=O)/C=C/c2ccccc2F)c(=O)n(C)c1=O | 1 | 0.97 | 15 | 3 | 9 | 22 | -3 | 0.91 | 9
CC1(C)CC(=O)C(C(C2=C(O)CC(C)(C)CC2=O)c2ccc(Br)s2)C(=O)C1 (centres undefined) | 13 | 0.96 | 10 | 4 | 10 | 21 | 30 | 1 | -3
O=C(c1cccc2ccccc12)n1nnc2ccccc21 | 59* | 0.92 | 8 | 8 | -17 | 66* | . | 0.93 | 7
COc1ccc(CNC(=O)c2ccc(C(C)C)cc2)cc1 | -26 | 1.1 | -2 | -10 | 16 | 13 | 1 | 0.97 | 3
CCOC(=O)CCSc1nnc(-c2cccnc2)n1-c1ccccc1OC | 15 | 0.89 | 1 | 11 | 6 | 17 | -21 | 0.98 | 2
O=C(COC(=O)CCc1nc2ccccc2c(=O)[nH]1)NC(c1ccccc1)c1ccccc1 | -17 | 1.1 | 7 | -6 | 3 | 1 | -14 | 1 | -4
O=[N+]([O-])c1ccc(-n2nnnc2CN2CCCCC2)cc1 | 8 | 1 | -6 | 0 | 7 | -4 | -9 | 0.71 | 29
Cc1ccc(C(=O)C2=C(O)C(=O)N(CC3CCCO3)C2c2ccccc2F)o1 (centres undefined) | -7 | 1 | 5 | -5 | 14 | -23 | 4 | 0.94 | 6
NNC(=O)Cn1c(-c2ccccc2)cc(=O)n2ncnc12 | 11 | 0.92 | -15 | 8 | 15 | -7 | 0 | 0.81 | 19
O=C(O)/C=C\C(=O)Nc1ccc(OCc2ccccc2)cc1 | 5 | 1 | 4 | -2 | 19 | 6 | 0 | 0.96 | 4
COc1cccc(CN(C)S(=O)(=O)c2ccc3c(c2)OCCO3)c1 | 16 | 0.93 | 7 | 7 | 27 | 33 | -4 | 0.95 | 5
CN(CC(=O)Nc1ccc(F)cc1)C(=O)CSc1nnc(Cc2ccccc2)o1 | 6 | 1.1 | -1 | -8 | 10 | 1 | -7 | 1.1 | -8
CCC(C(=O)NC1CCCC1)N(C(=O)Cn1nnc(-c2cccs2)n1)c1cnc2ccccc2c1 (centres undefined) | -3 | 0.99 | 17 | 0 | -22 | 4 | -7 | 0.88 | 12
O=C(NCC1CCCO1)C1CCN(S(=O)(=O)c2cccnc2)CC1 (centres undefined) | -1 | 1.1 | 5 | -11 | 4 | 17 | 1 | 1.1 | -9
NS(=O)(=O)c1ccc(NC2=CC(c3ccc([N+](=O)[O-])cc3)N(c3ccc(S(N)(=O)=O)cc3)C2=O)cc1 (centres undefined) | -13 | 0.93 | -6 | 7 | -27 | 4 | 7 | 1.2 | -20
COc1ccc(NC2CCCN(C(=O)c3cc(CC(C)C)nc(N)n3)C2)cc1 (centres undefined) | 7 | 0.99 | 14 | 1 | -8 | -3 | 31 | 0.82 | 18
CCN(CC(=O)Nc1cc(Cl)ccc1C)C(=O)c1ccc(=O)n(Cc2ccccc2)n1 | 10 | 1 | 15 | -2 | 7 | 11 | 3 | 1 | -4
COc1ccc(NC(=O)/C=C/c2cc(OC)c(OC)c(OC)c2)cn1 | 14 | 1.1 | 3 | -13 | 18 | 1 | -6 | 1.1 | -7
Cc1cc(C)n(-c2cc(C(C)(C)C)nc3c(-c4ccccc4)cnn23)n1 | 27 | 0.79 | 4 | 21 | 9 | 47* | -5 | 0.93 | 7
COc1ccc(NC(=O)c2ccc(NCCCN3CCOCC3)c([N+](=O)[O-])c2)cc1 | 15 | 0.87 | 7 | 13 | 33 | -19 | -1 | 0.86 | 14

3 entries from above in another layout.
Values run as follows: TIM10 inh | mIAP act | Apaf-1 inh | mIAP block | NALP3 yeast inh | tim10-1 inh | ATG4B inhibitor | hIAP act | hIAP inh
COc1cccc(CN(C)S(=O)(=O)c2ccc3c(c2)OCCO3)c1
  16 | 0.93 | 7 | 7 | 27 | 33 | -4 | 0.95 | 5
COc1ccc(NC(=O)c2ccc(NCCCN3CCOCC3)c([N+](=O)[O-])c2)cc1
  15 | 0.87 | 7 | 13 | 33 | -19 | -1 | 0.86 | 14
NS(=O)(=O)c1ccc(NC2=CC(c3ccc([N+](=O)[O-])cc3)N(c3ccc(S(N)(=O)=O)cc3)C2=O)cc1 (centres undefined)
  -13 | 0.93 | -6 | 7 | -27 | 4 | 7 | 1.2 | -20

Going on with the list:
SMILES | TIM10 inh | mIAP act | Apaf-1 inh | mIAP block | NALP3 yeast inh | tim10-1 inh | ATG4B inhibitor | hIAP act | hIAP inh
COC(C(=O)Nc1ccnn1C1CCN(C(=O)c2cccc(F)c2)CC1)c1ccccc1 (centres undefined) | -9 | 1 | 3 | -2 | 4 | 12 | 7 | 1.3 | -28
COCCNC(=O)Cn1cnc2sc(C)c(S(=O)(=O)N3CCN(c4ccccc4OC)CC3)c2c1=O | -1 | 0.98 | 4 | 2 | 13 | -2 | -2 | 0.91 | 9
CCN1CCN(c2cc(=O)n(Cc3ccc(F)cc3)c(=O)[nH]2)CC1 | -23 | 1 | -2 | -3 | 3 | 5 | -1 | 1.1 | -11
COC(=O)Nc1snnc1C | 2 | 1 | -4 | 0 | 10 | -14 | -9 | 0.82 | 18
Cc1ccccc1CC1(CO)CCCN(C(=O)c2ccc(F)cc2)C1 (centres undefined) | -18 | 1.1 | 18 | -14 | 8 | 37 | -19 | 1.1 | -10
CS(=O)(=O)Nc1ccc(C(=O)NCCC2=CCCCC2)cc1 | 7 | 0.97 | 2 | 3 | 5 | 9 | -11 | 1 | -4
Cc1cccc(N2CCN(C(=O)CSc3ccsc3[N+](=O)[O-])CC2C)c1 (centres undefined) | 14 | 0.88 | 7 | 12 | 31 | 33 | 35 | 0.86 | 14
N#Cc1c(-c2cccc(Br)c2)cc(-c2cccnc2)nc1N | -5 | 1 | -1 | 0 | 24 | 23 | 11 | 0.99 | 1
Cc1cccc(NC(=O)CSc2nc3ccc(NC(=O)CSc4nnnn4-c4ccccc4)cc3s2)c1C | 7 | 0.97 | 7 | 2 | 12 | -3 | . | 0.95 | 5
Cc1ccc(Cn2nnnc2CN2CCC(NC(=O)C(C)(C)C)CC2)cc1 | 6 | 1 | -3 | -3 | -3 | -18 | -12 | 1 | -3
CN(C)C1=NC[C@H](Cc2ccccc2)N1CCc1ccc(F)cc1 | -9 | 0.67 | -5 | 33 | 1 | -12 | 0 | 0.83 | 17
CCc1ccc(OCC(=O)O/N=C(\N)c2ccncc2)cc1 | -1 | 0.9 | 2 | 10 | 33 | 5 | 1 | 1 | -2
CCOc1ccc(CCNC(=O)CSc2nnnn2C)cc1OCC | -7 | 1 | -1 | -2 | 12 | -5 | 3 | 0.87 | 13
CCCCc1ccc(CC(=O)Nc2cc(S(=O)(=O)N3CCOCC3)ccc2O)cc1 | 9 | 0.93 | -2 | 7 | -9 | -15 | -7 | 0.85 | 15
Cc1cc(-c2ccc(N3C(=O)CCC3=O)c(C)c2)ccc1N1C(=O)CCC1=O | 1 | 1.1 | -1 | -7 | 7 | -2 | 1 | 1 | -3
COc1ccccc1Nc1ncc(-c2cccs2)s1 | 27 | 0.8 | 25 | 20 | -4 | 26 | -1 | 0.84 | 16
O=C(CN(C(=O)c1csnn1)c1ccccc1F)NCc1ccc2c(c1)OCO2 | 6 | 0.97 | -3 | 3 | 9 | 3 | 7 | 0.89 | 11
CCNc1[nH]c(=O)n(C)c(=O)c1N=O | 2 | 1 | 5 | -2 | 7 | 5 | -7 | 1.1 | -14
CCOC(=O)c1c(NC(=O)CSc2nnc(-c3cccnc3)o2)sc(C)c1C | 5 | 0.86 | 10 | 14 | 18 | -3 | -4 | 0.78 | 22
O=C(CSc1nnnn1C1CC1)Nc1cc(S(=O)(=O)N2CCCC2)ccc1Cl | -5 | 0.84 | -2 | 16 | 6 | 6 | -9 | 0.92 | 8
O=c1c(-c2ccc(O)cc2)coc2cc(OC3OC(CO)C(O)C(O)C3O)ccc12 (centres undefined) | 6 | 1.1 | 3 | -5 | -4 | 18 | 0 | 1.3 | -27
Cc1ccc(C(C(=O)NC2CCCCC2)N(CC2CCCO2)C(=O)CNC(=O)c2ccco2)cc1 (centres undefined) | 14 | 1 | 2 | 0 | 2 | 13 | -9 | 0.88 | 12
CCCCn1c(N)c(N(CC(C)C)C(=O)C2CCN(S(=O)(=O)c3ccc(C)c(C)c3)CC2)c(=O)[nH]c1=O | 10 | 1.1 | 12 | -6 | 11 | 3 | -7 | 1.1 | -10
CC1CCCCC1Nc1ncnc2sccc12 (centres undefined) | 12 | 1 | 22 | -2 | 14 | 26 | -1 | 0.96 | 4
COc1ccc(Nc2ncc(C(=O)O)c3ccccc23)cc1 | -15 | 1 | 1 | 0 | 15 | 17 | -8 | 1 | 0
O=C(CCCOc1ccc(Cl)cc1Cl)NCCc1ccccn1 | 3 | 0.95 | 21 | 5 | 20 | 17 | -7 | 0.94 | 6
Cn1cc2cccc([N+](=O)[O-])c2n1 | 21 | 0.98 | -13 | 2 | -3 | 8 | -7 | 0.9 | 10
O=C(CN(C1CCCCC1)S(=O)(=O)c1ccccc1)NCc1cccnc1 | 1 | 1.1 | 11 | -7 | 4 | 11 | -2 | 1.2 | -20
COc1cc(CCC(=O)N2CCN(c3ncccn3)CC2)cc(OC)c1OC | 2 | 0.99 | -3 | 1 | 7 | -7 | 3 | 1 | -1
COc1cc(Cl)c(NS(=O)(=O)c2ccc(-c3ccc(=O)[nH]n3)o2)c(OC)c1 | -4 | 1 | -3 | -2 | 12 | -1 | -7 | 0.98 | 2
Cc1ccccc1N1CC(O)(c2cccs2)[N+]2=C1CCCC2 (centres undefined) | -22 | 0.9 | -10 | 10 | 4 | 10 | 1 | 0.83 | 17
CC1CCCN(C(=O)CSc2n[nH]c(-c3cccs3)n2)C1 (centres undefined) | -13 | 1 | 3 | 0 | 19 | -3 | 3 | 1 | -5
NNC(=O)c1oc2nc(-c3cccs3)cc(-c3ccco3)c2c1N | 28 | 0.82 | 25 | 18 | 10 | 31 | . | 0.92 | 8
O=C(O)c1cccnc1Sc1ccccc1 | -12 | 1.1 | -1 | -13 | -4 | -19 | -4 | 1.1 | -10
O=C(O)c1ccc(Nc2ncnc3c2cnn3Cc2ccccc2)cc1 | 5 | 1.1 | 0 | -5 | 12 | 2 | 8 | 0.93 | 7
CCCCn1c(N)c(N(CC(C)C)C(=O)c2ccc(C)c(S(=O)(=O)N3CCCCC3)c2)c(=O)[nH]c1=O | 4 | 1.1 | 1 | -7 | 17 | -3 | 1 | 0.95 | 5
O=C(OCC1OC(n2ccc(=O)[nH]c2=O)C(Cl)C1O)c1ccccc1 (centres undefined) | -2 | 0.97 | -3 | 3 | -4 | -2 | 13 | 0.94 | 6
NC(=O)N/N=C/c1ccccc1OCC(=O)NCc1ccccc1 | 4 | 0.94 | 0 | 6 | 17 | -10 | -5 | 0.96 | 4

Screening results deposited in PubChem BioAssay by Sanford-Burnham Center for Chemical Genomics.

Not a hit list; overall some 4.5% were active at least once.
